TNF necrop inh = inhibitors of TNF-alpha triggered necroptosis, primary screen, cell-based, Jurkat FADD-/-, single concentration; Jurkat FADD-/- TNF necroptosis rescue, ATP luminescence, 24 h; 0 = TNF only, 100 = no-TNF cells; hit rate 0.068% among 220,000; activation (protection from cell death), % at 10 µM; AID 463075, 2010;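 active = activation, meaning protection from cell death, of at least 50% relative to plate controls; inactive = activation below 50%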;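 note: necroptosis triggered by 40 ng/mL TNF-alpha added together with compound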
Hck Nef HTS = inhibitors of Nef-activated human Hck kinase, primary screen, biochemical, Z-Lyte FRET, 384-well, Hck-YEEI; hit rate 0.68% among 220,000; Recombinant Hck-YEEI plus Nef, Z-Lyte FRET kinase assay; AID 463187, 2010; inhibition, % at 20 µM; Tyrosine-protein kinase HCK (Homo sapiens), P08631;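 active = Hck-Nef kinase inhibition above about 50%, limit read from the data; inactive = inhibition below that limit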;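 note: 0% = DMSO with Hck plus Nef and 100% = Hck alone without Nef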
Target sequence (P08631 whole entry, looked up): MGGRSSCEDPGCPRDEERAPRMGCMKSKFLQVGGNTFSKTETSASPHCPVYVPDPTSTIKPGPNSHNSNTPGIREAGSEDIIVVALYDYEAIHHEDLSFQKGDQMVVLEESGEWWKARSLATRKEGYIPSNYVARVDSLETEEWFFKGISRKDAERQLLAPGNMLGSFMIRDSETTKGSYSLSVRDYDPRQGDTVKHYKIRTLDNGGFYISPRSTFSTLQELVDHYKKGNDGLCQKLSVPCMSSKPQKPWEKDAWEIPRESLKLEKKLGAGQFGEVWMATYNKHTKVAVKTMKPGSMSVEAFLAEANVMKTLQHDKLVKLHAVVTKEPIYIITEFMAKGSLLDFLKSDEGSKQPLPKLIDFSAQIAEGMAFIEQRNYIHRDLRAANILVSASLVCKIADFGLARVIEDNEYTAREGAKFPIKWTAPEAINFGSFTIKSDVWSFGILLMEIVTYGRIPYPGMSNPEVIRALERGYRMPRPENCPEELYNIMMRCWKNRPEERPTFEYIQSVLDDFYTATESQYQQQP
EP2 mod = EP2 receptor modulators, cAMP readout, primary screen, cell-based, HTRF cAMP, PGE2 stimulation; Prostaglandin E2 receptor EP2 subtype (Homo sapiens), P43116; EP2-expressing cells, cAMP HTRF FRET, PGE2 co-stimulation; induction, % at 25 µM; hit rate 0.83% among 260,000; AID 940, 2007;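 active = compounds whose cAMP rise, as percent of the full-agonist control response, exceeds 60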;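 note: rat C6 glioma line stably carrying human EP2 under a CMV promoter; the protocol text gives 20 µM as final concentration; 100% = response of wells given 1 µM PGE2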
Target sequence (P43116 whole entry, looked up): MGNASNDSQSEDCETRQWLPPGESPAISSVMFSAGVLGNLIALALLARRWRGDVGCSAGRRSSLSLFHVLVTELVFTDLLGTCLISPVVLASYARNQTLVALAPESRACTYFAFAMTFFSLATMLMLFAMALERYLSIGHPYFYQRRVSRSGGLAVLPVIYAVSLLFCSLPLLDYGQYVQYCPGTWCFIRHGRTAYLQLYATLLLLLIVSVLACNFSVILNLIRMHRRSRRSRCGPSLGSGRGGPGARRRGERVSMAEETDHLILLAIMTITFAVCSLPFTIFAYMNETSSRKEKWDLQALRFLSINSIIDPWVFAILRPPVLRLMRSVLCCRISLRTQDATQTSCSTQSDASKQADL
Runt-CBFb FRET = inhibitors of RUNX1 Runt–CBFb binding, primary screen, biochemical, FRET, Cerulean-Runt, Venus-CBFb, uHTS; Runt-related transcription factor 1 (Homo sapiens) + Core-binding factor subunit beta …; Cerulean-Runt/Venus-CBFb FRET ratio 530/480, 1 h; inhibition, % at 20 µM; hit rate 0.46% among 220,000;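 active = inhibition over about 50% at 20 µM in the single-dose screen, limit read from the data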;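 note: 0% = DMSO wells and 100% = excess unlabeled CBFb competitor control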
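test system = Cerulean-tagged RUNX1 Runt domain (FRET donor) fusion protein | reagent = Venus-CBFb binding partner, 100 nM | incubation = protein complex preformed 1 h, compound exposure 1 h, room temperature, dark | detection = FRET fluorescence | read-out basis = loss of energy transfer signal | controls = 5 µM unlabeled CBFb as full-inhibition high control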
zVAD death inh = inhibitors of zVAD-triggered necroptosis, primary screen, L929 cells; viability rescue, % at 10 µM; L929 zVAD necroptosis rescue, ATP luminescence, 24 h; with zVAD 60 µM; hit rate 0.38% among 220,000;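 active = activation, scaled between plate controls, above about 75%, limit read from the data; inactive = activation under that limit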;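 note: 0% = zVAD with DMSO and 100% = DMSO alone without zVAD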
PERK inh = block of dimerizer-induced PERK translation repression, primary screen, PERK inhibitor project, CHO PERK-DD cells, SEAP luminescence, HTS | CHO PERK-DD fusion, SEAP luminescence translation reporter | hit rate 0.17% among 220,000 | Eukaryotic translation initiation factor 2-alpha kinase 3 (Homo sapiens), Q9NZJ5 | inhibition, % at 5.6 µM;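 active = inhibition above the mean inhibition of all tested compounds plus 3 SD, set separately per screening campaign, cut at about 2.9% in these data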;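 note: PERK kinase domain activated by AP20187 dimerizer at 100 nM; 0% = DMSO with dimerizer and 100% = rapamycin at 8.4 µM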
Runt-SMMHC FRET = inhibitors of RUNX1 Runt–CBFb-SMMHC binding, primary screen, biochemical, FRET, Cerulean-Runt, Venus-CBFb-SMMHC, uHTS; Runt-related transcription factor 1 (Homo sapiens) + Core-binding factor subunit beta …; Cerulean-Runt/Venus-CBFb-SMMHC FRET ratio 530/480, 1 h; inhibition, % at 20 µM; hit rate 0.74% among 220,000;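 active = mean inhibition across duplicate retests at 20 µM reaching about 50%, limit read from the data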;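 note: 0% = DMSO wells and 100% = wells with excess untagged CBFb-SMMHC; inhibitors lower the FRET ratio by blocking Runt binding to CBFb-SMMHC; some results filed as inactive read as strong as hits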
EP2 antag = human EP2 receptor antagonists, primary screen, TR-FRET cAMP, C6 glioma cells | Prostaglandin E2 receptor EP2 subtype (Homo sapiens), P43116 | C6 glioma cells expressing human EP2; cells stimulated with saturating PGE2 | inhibition, % at 25 µM | hit rate 0.52% among 260,000 | AID 1422, 2008;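 active = percent inhibition above 40 after rounding to a whole number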;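 note: rat C6 glioma host cells with rolipram phosphodiesterase inhibitor present; the protocol text gives 20 µM as final concentration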
RBBP9 inh = human RBBP9 inhibitors, primary screen, biochemical, fluorescence polarization, FP-Rh probe, HTS; recombinant RBBP9; Serine hydrolase RBBP9 (Homo sapiens), O75884; inhibition, % at 7.94 µM; hit rate 0.2% among 220,000; AID 1515, 2009;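 active = inhibition above the campaign mean of all tested compounds plus 3 SD, cut at about 14% in these data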;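 note: plate controls were DMSO wells with RBBP9 for no effect and wells lacking RBBP9 protein for full effect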
Target sequence (O75884 whole entry, looked up): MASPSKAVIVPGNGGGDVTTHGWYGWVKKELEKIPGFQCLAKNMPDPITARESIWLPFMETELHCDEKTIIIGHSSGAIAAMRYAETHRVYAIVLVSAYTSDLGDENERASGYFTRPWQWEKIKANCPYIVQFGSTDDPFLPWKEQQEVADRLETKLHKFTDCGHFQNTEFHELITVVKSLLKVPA
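system = RBBP9 protein | input = RBBP9 at 2.5 µM in dispensed solution, before mixing | measured by = fluorescence polarization (mP), excitation 525 nm, emission 598 nm | incubation = enzyme-compound preincubation 30 min, then probe labeling 45 min, 25 °C | buffer or medium = Tris-NaCl-Pluronic buffer, pH 8.0 | compound = single dose 7.94 µM | also added = FP-Rh probe, 375 nM dispensing solution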
Active calls of the source: *; / = not tested or not shown; & = joins results of further samples. Some of the compounds tested; rates above refer to the full screens.

SMILES | TNF necrop inh | Hck Nef HTS | EP2 mod | Runt-CBFb FRET | zVAD death inh | PERK inh | Runt-SMMHC FRET | EP2 antag | RBBP9 inh
Cc1ccc(NC2=NC(C(=O)Nc3ccc(C)c(C)c3)CC(=O)N2)cc1 (stereo not drawn) | -1.1 | 4 | 4 | -1 | -0.3 | 1.6 | -1 | 7 | 12
COc1ccc(C(=S)N2CCN(c3ccccc3Cl)CC2)cc1OC | -2.6 | -20 | -27 | 28 | 1.4 | -1.3 | -5 | 9 | -7
O=[N+]([O-])c1nn(-c2ccc(Cl)cc2)n(O)c1=NCc1cccnc1 | -2.7 | 5 | -20 | 0 | 1.2 | -0.1 | 2 | 2 | -3
Cc1cc(N2CCN(C(=O)OC(C)(C)C)CC2)n2ncnc2n1 | 0.4 | -1 | -4 | -3 | 1.3 | -0.3 | 1 | 9 | 0
O=C(O)CCC(=O)Nc1nc2ccc([N+](=O)[O-])cc2s1 | 0.6 | 26 | 8 | 2 | 0.5 | 0.1 | -2 | 8 | -12
CCc1cc2c(=O)c(-c3nc4ccccc4n3C)c(C)oc2c(CN2CCN(CCO)CC2)c1O | -3.1 | 4 | 5 | 3 | 0.0 | 1.1 | 1 | 10 | -8
Cc1cc(NC(=O)CN2CCOCC2)n(-c2nc3ccccc3s2)n1 | -9.6 | 3 | 51 | -4 | 0.1 | -1.2 | 2 | 6 | -11
O=C(CCC1CCCCC1)NCCN1C2=NC[C@@H](Cc3ccccc3)N2C[C@H]1Cc1ccc(O)cc1 | -5.4 | -17 | -26 | -1 | 0.1 | 0.9 | 2 | 20 | -7
O=C(CSc1nnc(CNc2ccc(F)cc2)n1CC1CCCO1)Nc1ccccc1 (stereo not drawn) | 3.2 | 16 | 17 | -1 | 0.2 | -0.7 | 3 | 8 | 2
COc1ccc(-c2[nH]ncc2CN2CCCC(C(=O)c3cccc(OC)c3)C2)cc1 (stereo not drawn) | 4.4 | 22 | -20 | -4 | 2.0 | -0.1 | 5 | 11 | -8
COc1ccc(CC(=O)NC(C)C2COc3ccccc3O2)cc1OC (stereo not drawn) | 0.8 | 17 | -64 | 2 | 2.4 | 0.9 | 3 | 13 | -7
O=C(c1sc2cccc(F)c2c1Cl)N1CCN(c2ncccn2)CC1 | 1.7 | 4 | -61 | -2 | 0.3 | 0.3 | -2 | 7 | 1
O=C(COC(=O)c1ccccc1NC(=O)c1ccccc1)c1ccc([N+](=O)[O-])cc1 | -10 | 17 | 13 | 7 | 0.0 | 1.3 | 3 | 10 | 3
O=C(Nc1sccc1C(=O)N1CCOCC1)c1cccnc1 | -0.2 | 1 | 17 | 2 | 0.1 | 0.8 | -4 | 4 | -1
Cc1cccnc1NC(=O)C1CCN(S(=O)(=O)c2cccs2)CC1 | 1.7 | 0 | 21 | 1 | 0.6 | 0.4 | 1 | 19 | -11
Cc1c(Cl)cnc(NC(=O)COC(=O)c2cc3c(s2)CCC(C)C3)c1Cl (stereo not drawn) | 1.0 | 3 | 16 | 1 | 0.9 | 0.6 | -4 | 9 | -6
CCn1c(SCC(=O)Nc2cc3oc4ccccc4c3cc2OC)nnc1-c1cccs1 | -0.6 | 6 | 9 | -3 | -0.1 | 0.0 | 0 | / | -12
CCc1sc(NC(=O)C(C)C)nc1-c1ccccc1 | 6.4 | 21 | -2 | 17 | 2.0 | 0.5 | -3 | 18 | -8
CNC(=S)NN(C)c1nc(C)cc(C)n1 | 0.3 | -2 | 43 | 0 | -0.7 | 0.9 | -6 | 2 | -9
CCOC(=O)CCC(=O)N(CCN(C(=O)CCC(=O)OCC)c1ccccc1)c1ccccc1 | -0.1 | -1 | 23 | -5 | -0.2 | -1.5 | 4 | 11 | -9
O=C(/C=C/c1cccc(O)c1)c1cccnc1 | 2.9 | 19 | -28 | 2 | -3.1 | -0.7 | -1 | 5 | -6
O=C(Nc1ccccc1-c1ccccc1)C1CCCC1 | 0.7 | 1 | 42 | 0 | -0.5 | -0.7 | 1 | 0 | -5
CCN(CC)Cc1c(C(=O)OC)nnn1-c1nonc1N | 0.0 | 1 | 15 | 2 | -1.2 | -1.0 | -3 | 9 | -2
Cc1ccc(/C=C/C(=O)O)cc1S(=O)(=O)NCc1ccco1 | -0.2 | 21 | 19 | 1 | 15 | 0.4 | -5 | 7 | -4
CCc1nnc(NC(=O)CSc2nnc(Cc3cc(=O)[nH]c(=O)[nH]3)n2-c2ccc(OC)cc2)s1 | 3.6 | 11 | 0 | -1 | 1.7 | 0.5 | -1 | 12 | 1
Cc1ccc(C(=O)Nc2ccc3[nH]c(=O)[nH]c3c2)c(C)c1 | -0.7 | 13 | -20 | 0 | 0.1 | 1.1 | -1 | 4 | -5
CC(C)CCn1c(CN2CCN(Cc3ccccc3)CC2)nc2c1c(=O)[nH]c(=O)n2C | -0.2 | 3 | 9 | -3 | 0.2 | -0.3 | -2 | 1 | -7
CCN(CC)CCNC(=O)C(C(=O)c1ccccc1)n1ccccc1=O (stereo not drawn) | -1.0 | 0 | -45 | -2 | 0.4 | -0.3 | 0 | 9 | -8
O=Cc1cn(CC(=O)N2CCCc3ccccc32)c2ccccc12 | 0.1 | 2 | -40 | -3 | -0.3 | -0.2 | 2 | 12 | -2
C/C(=N\NC(=O)C1CC1(c1ccccc1)c1ccccc1)c1cccc([N+](=O)[O-])c1 (stereo not drawn) | 2.5 | 2 | 26 | 2 | 1.3 | 0.8 | 4 | 8 | -4
N=c1n(CCc2ccccc2)c2ccccc2n1Cc1ccccc1F | 1.7 | 1 | -83 | -2 | 0.6 | -0.8 | 1 | 19 | -1
Cc1ccc(S(=O)(=O)N2CCN(Cc3cc(C(C)C)ccc3O)CC2)cc1 | 1.7 | -2 | 5 | 1 | 0.1 | 0.0 | 3 | 7 | -9
O=C(C[n+]1cn(C(F)F)c2ccccc21)c1ccc(Br)cc1 | -0.1 | 15 | -43 | 8 | 1.6 | 0.8 | 2 | 32 | 6
Cc1ccc(-n2nnnc2SCC(=O)c2cc(C)n(-c3cc(C)on3)c2C)cc1 | -2.9 | 2 | 30 | 4 | 0.0 | 0.4 | 5 | 5 | 10
Cc1cc(C)c(S(C)(=O)=O)c(N(C)NC(=O)c2c(F)cccc2F)n1 | 0.9 | 16 | 1 | 1 | 3.4 | 0.6 | 0 | 6 | -5
CN(C)c1ccc(/C=N/NC(=O)c2cccc(C(=O)N/N=C/c3ccc(N(C)C)cc3)n2)cc1 | -1.2 | 32 | -7 | / | 0.2 | 0.6 | / | 4 | -6
O=C1NC(=S)N/C1=C\c1cccnc1 | 5.9 | 16 | -41 | 1 | 0.1 | -0.1 | 0 | 5 | -10
COC(=O)c1ccc(COC(=O)CCC(=O)c2cccs2)cc1 | 0.6 | 3 | -14 | -2 | 0.2 | 1.7 | 1 | 7 | -2
CCCn1nc(Oc2nc(NC(C)C)nc(N(C)C)n2)ccc1=O | -3.1 | 17 | -8&1 | 0 | 9.4 | 0.4 | 0 | 14&5 | 8
Cc1nn(Cc2ccccc2)c(C)c1NC(=O)c1cc2nc(-c3ccco3)cc(C(F)(F)F)n2n1 | -2.5 | 7 | -9 | 1 | 0.1 | -0.3 | 11 | -2 | -3
COc1ccc(C(c2nnnn2Cc2ccc(F)cc2)N2CCN(c3ccc(OC)cc3)CC2)cc1 (stereo not drawn) | 1.1 | 2 | 17 | -1 | 0.6 | 0.4 | 0 | 3 | -3
O=C(NC(=S)Nc1cccc2cccnc12)c1cccs1 | 0.0 | 15 | -30 | / | 1.5 | 1.2 | / | 7 | -7
CC(C)(C)c1ccc(C(=O)Nc2cnccn2)cc1 | -1.0 | 2 | -21 | 0 | 0.3 | 0.5 | 2 | 8 | 2
O=C(CCCN1C(=O)CSc2ncccc21)N1CCN(Cc2ccccc2)CC1 | -1.1 | 1 | 13 | -1 | 0.7 | 0.0 | -2 | 19 | -7
CCCC(=O)N(C1CC(C)C(C#N)(C#N)C1(C#N)C#N)N(C)C (stereo not drawn) | -14 | -17 | -52 | 17 | 28 | -0.7 | 9 | 25 | -7
CCCNC(=O)Nc1ccc2c(c1)N(C)C(=O)c1ccccc1S2 | 1.1 | 0 | 5 | -1 | -0.8 | -0.8 | -2 | 15 | -2
O=C1NCC(O)=C1C=NC12CC3CC(CC(C3)C1)C2 | 0.7&0.9 | -4&1 | -1&36 | 0&1 | 1.4&-1.4 | 0.6&-1.6 | 0&-1 | 2&11 | -8&9
O=C(NC1CCCCC1)N(CCO)Cc1cc2cc3c(cc2[nH]c1=O)OCCO3 | -2.5 | -19 | 2 | 0 | 1.6 | -0.3 | -2 | 6 | -3
CC(=O)c1cnc2c(C(=O)O)cnn2c1C | -1.8 | 0 | -7 | -4 | 0.0 | 1.1 | -8 | 2 | -2
Cc1nc2cc(C(=O)N3c4ccccc4CC3C)ccc2s1 (stereo not drawn) | -6.3 | 20 | -12&-5 | 3 | 0.7 | -0.3 | 1 | 11&7 | 2
O=C(Nc1ncc(Cc2cccc([N+](=O)[O-])c2)s1)c1ccco1 | 0.5 | -3 | -38 | -1 | 0.3 | 2.7 | -3 | 5 | 7
CCN(CC)CCC(c1cc(OC)c(OC)c(OC)c1)c1c(OC)cc(OC)c2c(C)cc(=O)oc12 (stereo not drawn) | -0.5 | 10 | 6 | 1 | -0.6 | / | 2 | 7 | /
CN(C(=O)Nc1ccccc1)n1cnc2ccccc2c1=O | 4.8 | 0 | 9 | 1 | 0.8 | -0.3 | -2 | 2 | -4

Some of the entries so far, as labelled records:
> COc1ccc(C(=S)N2CCN(c3ccccc3Cl)CC2)cc1OC
- TNF necrop inh: -2.6
- Hck Nef HTS: -20
- EP2 mod: -27
- Runt-CBFb FRET: 28
- zVAD death inh: 1.4
- PERK inh: -1.3
- Runt-SMMHC FRET: -5
- EP2 antag: 9
- RBBP9 inh: -7

> O=[N+]([O-])c1nn(-c2ccc(Cl)cc2)n(O)c1=NCc1cccnc1
- TNF necrop inh: -2.7
- Hck Nef HTS: 5
- EP2 mod: -20
- Runt-CBFb FRET: 0
- zVAD death inh: 1.2
- PERK inh: -0.1
- Runt-SMMHC FRET: 2
- EP2 antag: 2
- RBBP9 inh: -3

Bioassay records (PubChem BioAssay)
